RXFP1 ag – qHTS Assay for Agonists of the Relaxin Receptor RXFP1; Relaxin receptor 1 (Homo sapiens), Q9HBX9; Potency, µM (titrated, usually from 57.5 µM), without a hit: at the highest dose activation, most hits filed as activators; actives 0.3% (n = 370,000); HEK293T-RXFP1 cAMP TR-FRET, 30 min; response scale: percent of porcine relaxin response, buffer zero; active = well fitted activation curve with a large enough effect; also: potency is read from the fitted curve at half-maximal effect; % is scaled to controls: 0 for no effect and ±100 for the full control effect; nearly all actives have a fitted effect of over 60% in size; many of its hits are not listed in these tables
Target sequence (Q9HBX9 whole entry, looked up): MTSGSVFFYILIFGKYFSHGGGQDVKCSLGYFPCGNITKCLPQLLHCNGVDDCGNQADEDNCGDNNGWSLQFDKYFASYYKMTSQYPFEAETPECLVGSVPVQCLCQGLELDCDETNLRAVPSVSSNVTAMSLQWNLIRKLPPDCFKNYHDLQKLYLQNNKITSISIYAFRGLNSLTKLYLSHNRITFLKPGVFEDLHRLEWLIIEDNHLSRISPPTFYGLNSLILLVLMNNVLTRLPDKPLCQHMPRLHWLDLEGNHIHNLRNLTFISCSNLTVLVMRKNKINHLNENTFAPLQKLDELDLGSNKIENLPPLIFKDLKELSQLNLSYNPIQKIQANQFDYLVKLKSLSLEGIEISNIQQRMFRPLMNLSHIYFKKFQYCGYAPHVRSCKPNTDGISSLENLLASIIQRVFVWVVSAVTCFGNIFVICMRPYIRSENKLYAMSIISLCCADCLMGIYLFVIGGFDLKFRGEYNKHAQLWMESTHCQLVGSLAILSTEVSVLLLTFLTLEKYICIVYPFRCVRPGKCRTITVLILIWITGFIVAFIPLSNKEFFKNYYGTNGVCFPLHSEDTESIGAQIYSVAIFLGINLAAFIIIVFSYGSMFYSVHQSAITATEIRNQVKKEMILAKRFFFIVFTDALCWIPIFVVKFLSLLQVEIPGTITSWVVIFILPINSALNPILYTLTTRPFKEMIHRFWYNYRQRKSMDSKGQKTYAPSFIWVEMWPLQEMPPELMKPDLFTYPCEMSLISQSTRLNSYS
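HEK293 cells stably expressing RXFP1, treated 30 min at 37C with compounds plus PDE4 inhibitor Ro 20174; cAMP measured by HTRF TR-FRET. Normalized to buffer and 29 nM porcine relaxin; EC50 by Hill fit.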
D1 ag – Allosteric Agonists of the Human D1 Dopamine Receptor: qHTS. HEK293 T-REx D1 cells, calcium flux, agonist mode. AID 504660, 2011. activation, % at 2 µM. actives 1% (n = 360,000); in the data active = activation above about 30%; also: 0% is about no effect
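Agonism was scored from calcium flux recorded over 180 s (1 read/s) after pintool compound addition, following a 10-cycle baseline. Cells were inducible force-coupled HEK293 TREx D1, plated overnight at 30 C and loaded with no-wash calcium dye.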
D1 antagonist – Antagonist of Human D 1 Dopamine Receptor: qHTS. activity change, negative = inhibition, % at 10 µM. AID 504652, 2011. HEK293 TREx D1 cells, calcium flux, dopamine EC80; hits give low values. actives 3.2% (n = 360,000); in the data active = activity change below about -30%; also: % is scaled to controls: 0 for no effect and ±100 for the full control effect
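Kinetic fluorescence of a calcium dye serves as the read-out. D1-expressing Hek293 Trex cells, induced overnight at 30 C, are exposed to compound for 180 s before an EC80 dopamine addition, then read 180 s further.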
RXFP1 antagonist – qHTS Assay for Antagonists of the Relaxin Receptor RXFP1; Relaxin receptor 1 (Homo sapiens), Q9HBX9; HEK293-RXFP1, relaxin-stimulated cAMP HTRF, 30 min; hits give low values; activity change, negative = inhibition, % at 57.5 µM; actives 0.59% (n = 350,000); AID 1259400, 2018;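 active = activity change of -60% or lower, but not beyond a set lower limit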; also: % is scaled to controls: 0 for no effect and ±100 for the full control effect
D2 potentiator – HTS Assay for Positive Allosteric Modulators of the Human D2 Dopamine Receptor: Primary Screen for Potentiators. D(2) dopamine receptor (Homo sapiens), P14416. HEK293 T-REx D2, calcium flux, EC20 dopamine potentiation. potentiation, % at 10 µM. actives 0.34% (n = 340,000). AID 485347, 2010;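 active = potentiation over 3 SD above the plate norm, cut at about 30% in these data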; also: 0% is about no effect
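Using a no-wash calcium dye in inducible, force-coupled HEK293 Trex cells expressing D2, we tracked fluorescence each second for 180 s after compound, then for 180 s after EC20 dopamine to detect augmented signalling.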
D1 potentiator – Potentiators of Human D1 Dopamine Receptor: qHTS | HEK293 TREx D1 cells, calcium flux, dopamine EC20 potentiation | D(1A) dopamine receptor (Homo sapiens), P21728 | actives 0.036% (n = 360,000) | potentiation, % at 10 µM | AID 504651, 2011; in the data active = potentiation above about 30%; also: 0% is about no effect
TRHR PAM – qHTS for Small Molecule Agonists and Allosteric Enhancers of Human TRH Receptor: Primary Screen for Enhancers | Thyrotropin-releasing hormone receptor (Homo sapiens), P34981 | TRHR cells, fluo-8 calcium fluorescence, EC20 TRH enhancement | enhancement, % at 2 µM | actives 0.66% (n = 360,000); in the data active = enhancement above about 30%; also: 0% is about no effect
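Enhancer read-out: after compound pinning and an initial kinetic agonist-mode read, an EC20 of TRH (10 nM final) was injected and fluo-8 calcium signal (Ex 480/Em 530) followed at 1 s/cycle for 100 cycles in TRHR-expressing cells.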
D2 antagonist – HTS Assay for Allosteric Antagonists of the Human D2 Dopamine Receptor: Primary Screen for Antagonists; HEK293 TREx D2 cells, calcium flux, dopamine EC80; inhibition, % at 10 µM; actives 2% (n = 340,000); in the data active = inhibition above about 30%; also: 0% is about no effect
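Dopamine at EC80 is the agonist stimulus; test compounds precede it by 180 s. Calcium flux read kinetically in a force-coupled, inducible HEK293 T-REx D2 cell line.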
D2 agonist – HTS Assay for Allosteric Agonists of the Human D2 Dopamine Receptor: Primary Screen for Agonists. D(2) dopamine receptor (Homo sapiens), P14416. activation, % at 2 µM. HEK293 T-REx D2 cells, calcium flux agonist mode. actives 0.53% (n = 340,000);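 active = activation over 3 SD above normal in the single-dose calcium agonist read, cut at about 30% in these data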; also: 0% is about no effect
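HEK293 Trex D2 cells, tetracycline-induced, o/n 30 C 5% CO2; no-wash Ca dye, RT 30–90 min; 10-cycle baseline, 23 nl cpd added, kinetic Ca read 180 s; agonist hits = positive Ca response.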
* hit, by the source's call; · = no result given. This is a subset; the hit share may differ from the screen's.

SMILES | RXFP1 ag | D1 ag | D1 antagonist | RXFP1 antagonist | D2 potentiator | D1 potentiator | TRHR PAM | D2 antagonist | D2 agonist
Cc1ccccc1C(=O)Nc1cc(S(=O)(=O)N2CCOCC2)ccc1N1CCN(C)CC1 | -1.2% | 1 | 18 | 0 | 7 | 6 | 1 | -8 | 0.9
Cc1csc(NC(=O)CSc2nc3ccccc3s2)n1 | -0.2% | 0 | -6 | 4 | 10 | -3 | 5 | -1 | -0.8
Cc1ccc(S(=O)(=O)N(CC(=O)c2ccccc2)C(=O)N2CCN(C)CC2)cc1 | -2.0% | 1 | -12 | -5 | 0 | -3 | -2 | 1 | 1.0
COc1ccccc1CNC(=O)CN1CCN(c2ccc(C(C)=O)cc2)CC1 | -0.1% | 0 | 9 | -7 | -11 | 3 | 2 | 10 | -2.2
Cn1nc(SCC(=O)O)sc1=S | -0.3% | 3 | 2 | -3 | 3 | 6 | 4 | -7 | 0.6
O=C(COC(=O)c1ccc(Cl)nc1)Nc1ccc2c(c1)OCCO2 | -1.5% | -1 | 9 | 3 | 12 | -3 | -4 | 3 | 0.4
N#Cc1cccc(S(=O)(=O)NCc2nnc3ccccn23)c1 | 1.4% | 0 | -7 | 0 | 4 | 7 | 10 | -4 | 0.3
O=C(Nc1ccc(OC(F)(F)F)cc1)NC1CCC(Oc2ccc(C(=O)O)cc2)CC1 (configuration not stated) | -4.1% | 0 | -6 | · | 6 | 0 | 5 | 6 | 1.2
Cc1cc(-c2nnc(CCC(=O)NC(C)c3ccccc3Cl)o2)no1 (configuration not stated) | 0.5% | 5 | -2 | -11 | -3 | -1 | -7 | -17 | 0.4
Cc1c(NC(=S)N/C(=N/S(=O)(=O)c2ccc(Cl)cc2)c2ccccc2)c(=O)n(-c2ccccc2)n1C | -1.1% | 3 | -6 | -12 | -1 | -6 | -1 | -12 | -0.2
CCCSc1nc2c(c(=O)[nH]c(=O)n2C)n1Cc1ccc(C)cc1 | 0.6% | 4 | -13 | -3 | -15 | -3 | -1 | 2 | -0.1
CCOc1ccc(OCCC(=O)OCC(=O)Nc2ccc(C)c(S(=O)(=O)N3CCCCC3)c2)cc1 | 0.0% | 9 | -19 | -16 | 3 | -1 | 0 | -20 | 0.0
COc1ccc(CNC(=O)CN(Cc2ccc(Cl)cc2)S(=O)(=O)c2ccccc2)cc1 | 2.8% | 5 | · | 7 | -1 | -4 | 5 | 3 | -0.1
C=CCc1ccccc1OCC(O)CN1CCN(CCN2C(=O)c3cccc4cccc(c34)C2=O)CC1 (configuration not stated) | 0.1% | 6 | -69* | -34 | -7 | -8 | 11 | 9 | -1.3
O=S(=O)(c1ccc2c(c1)OCCO2)N1CCNCC1 | -0.1% | 5 | 32 | · | 7 | 8 | 4 | · | ·
CCOC(=O)CSc1nnc(Cc2ccccc2)n1CC1CCCO1 (configuration not stated) | -1.5% | 0 | -2 | 11 | 5 | -9 | -4 | 11 | -0.1
CCOc1cccc2sc(N3CCN(C(=O)c4ccco4)CC3)nc12 | 0.5% | -1 | · | -3 | -6 | 0 | -3 | · | -0.7
CN(CC(=O)Nc1ccc(OC(F)(F)F)cc1)C(=O)Cc1c(Cl)cccc1Cl | 1.4% | 17 | 10 | -13 | 0 | 0 | 0 | 7 | -0.8
O=C(CN1CCN(Cc2ccccc2)CC1)N/N=C/c1c[nH]c2ccccc12 | -1.3% | 3 | -14 | -4 | -13 | -6 | 19 | -18 | -0.9
Cc1nnc(SCC(=O)n2c3c(c4ccccc42)CCCC3)s1 | 0.4% | 1 | 2 | -8 | -2 | 2 | 1 | -6 | -0.1
Cc1ccccc1C(=O)Nc1nnc(CC(=O)N/N=C/c2ccco2)s1 | 2.3% | 1 | -29 | -4 | 1 | -5 | 9 | 12 | -1.6
CCOC(=O)N1CCC(N2C(=O)c3ccc(C(=O)Nc4cccc(OC)c4)cc3C2=O)CC1 | 2.5% | 0 | -9 | -13 | 1 | 2 | 10 | -16 | -0.6
CCOC(=O)c1cnc(-n2nc(C)cc2C)nc1Nc1ccccc1OC | 0.4% | 0 | -11 | · | 9 | -4 | 10 | 6 | -0.4
CCOCCCNC(=O)c1ccc2c(c1)N(CC)C(=O)c1ccccc1S2=O (configuration not stated) | 0.0% | 1 | 5 | -3 | -28 | -3 | -3 | 17 | 0.6
CCOCCCn1c(SCC(=O)Nc2ccccc2Cl)nc2c(oc3ccccc32)c1=O | 0.2% | -1 | -12 | · | 6 | -5 | -4 | · | 0.3

Rewritten with values under each structure: part of the list above.
Values run as follows: RXFP1 ag	D1 ag	D1 antagonist	RXFP1 antagonist	D2 potentiator	D1 potentiator	TRHR PAM	D2 antagonist	D2 agonist
O=C(COC(=O)c1ccc(Cl)nc1)Nc1ccc2c(c1)OCCO2
    -1.5%	-1	9	3	12	-3	-4	3	0.4
CCOc1cccc2sc(N3CCN(C(=O)c4ccco4)CC3)nc12
    0.5%	-1	·	-3	-6	0	-3	·	-0.7

Later entries.
SMILES | RXFP1 ag | D1 ag | D1 antagonist | RXFP1 antagonist | D2 potentiator | D1 potentiator | TRHR PAM | D2 antagonist | D2 agonist
O=C(O)c1ccc(-c2nc3scc(-c4ccccc4)c3c(=O)[nH]2)cc1 | 0.5% | 2 | -11 | 16 | -2 | -5 | -3 | 0 | 1.8
Cc1cc(C)cc(NC(=O)Cn2c(C)cc(C)c(C#N)c2=O)c1 | 4.6% | 7 | 3 | -13 | -3 | 0 | 0 | · | 1.1
CCc1cccc(NC(=O)c2coc(=O)c3ccccc23)c1 | 0.4% | 1 | 6 | · | 15 | 0 | -8 | · | -0.7
COC(=O)c1ccccc1NC(=O)c1ccc(COc2ccccc2)o1 | 1.7% | 12 | -7 | 4 | 8 | -11 | 4 | -5 | 0.4
COc1c2occc2c(OC(C)=O)c2c(=O)cc(C)oc12 | 0.7% | 0 | -8 | -3 | -2 | -2 | -5 | -18 | 0.4
CCCCCSc1nnc(-c2ccccc2NC(C)=O)c(=O)[nH]1 | 1.0% | 2 | -4 | 0 | 30 | 8 | 2 | -21 | 1.0
COc1ccc(NC(=O)c2cc([N+](=O)[O-])ccc2NC(=O)CNC2CCCCC2C)c(OC)c1 (configuration not stated) | -0.3% | 1 | 8 | -10 | -2 | 3 | -3 | 1 | -0.6
Cc1c(C(=O)Nc2ccccc2)csc1-c1ccccc1 | 0.7% | 3 | 0 | 4 | -22 | -8 | 2 | -12 | -0.4
COc1ccc(CNCc2ccco2)cc1OCc1ccccc1 | 0.1% | 44* | -3 | 2 | 16 | -5 | 26 | 37* | -0.7
COc1cccc(CN2CCN(C(=O)Nc3ccc([N+](=O)[O-])cc3)CC2)c1 | 0.3% | 4 | -9 | 5 | 17 | 2 | 8 | 6 | 1.2
CCc1ccc(-c2cc(C(=O)N/N=C/c3ccccn3)[nH]n2)cc1 | 0.2% | 0 | 1 | -11 | · | 2 | 3 | 2 | 0.4
COc1ccc(CNS(=O)(=O)c2cnc(N)nc2)cc1 | -0.5% | 0 | -4 | 7 | 6 | -1 | 0 | · | ·
CCOc1ccc(S(=O)(=O)N2CCCCC2)cc1NC(=O)CCNC(=O)c1ccco1 | 2.2% | 0 | -14 | -20 | 3 | 0 | 3 | -5 | 0.2
COc1cccc(C(=O)Nc2cc(NC(=O)c3cccs3)ccc2C)c1OC | -0.1% | 1 | -17 | 5 | 16 | -1 | 7 | -9 | -1.2
CCOC(=O)CSc1ccc(S(=O)(=O)N2CCCC2)cc1[N+](=O)[O-] | 0.4% | 0 | -6 | -20 | 3 | 3 | 3 | 4 | 0.4
O=C(O)c1ccc(S(=O)(=O)c2ccccc2C(=O)O)c([N+](=O)[O-])c1 | 8.1% | 4 | -7 | -5 | 0 | -10 | 12 | -14 | -0.3
Cc1ccc(C(=O)N2CCC3(CC2)Oc2ccc(Cl)cc2C(=O)C32CC(c3cccnc3)=NO2)s1 (configuration not stated) | 1.7% | 5 | -14 | · | 2 | -6 | 6 | -2 | 0.3
Cc1cc(C)c(S(=O)(=O)N2CCN=C2c2ccccc2)cc1C | 1.6% | 1 | -4 | -3 | 25 | -7 | -3 | -23 | -0.3
CCN(Cc1ccncc1)Cc1cn(C)nc1-c1ccc(Oc2ccccc2)cc1 | 0.5% | 2 | -7 | -5 | 4 | -3 | -4 | 6 | 2.7
CCCC(=O)Nc1cccc(Oc2nc(C)cc(C)c2C#N)c1 | -0.3% | 2 | 12 | 1 | · | -5 | 9 | · | ·
CC(C)Oc1ccc(CCC(=O)NNC(=S)Nc2ccccc2)cc1 | 1.4% | 9 | -31* | -7 | 0 | -2 | -2 | -1 | -1.5
Cc1ccc(NC(=O)N2CCc3cc(S(=O)(=O)N4CCC(C)CC4)ccc32)cc1 | -0.1% | 4 | -7 | 11 | 8 | -2 | 0 | · | -1.2
CCOC(=O)CC1CCCCN1C(=O)c1ccc2nc(CCOC)oc2c1 (configuration not stated) | -1.8% | 1 | 0 | 8 | 2 | 2 | 1 | -12 | 0.3
O=C(CNC(=O)c1ccccc1)N/N=C/c1cn[nH]c1-c1ccccc1 | 0.0% | 4 | 2 | -3 | -2 | -8 | -5 | 9 | 8.7
COc1ccc(C2=NN(C(=O)C(O)c3ccccc3)C(O)(C(F)(F)F)C2)cc1 (configuration not stated) | -0.4% | 0 | -8 | -13 | 3 | -4 | 5 | -11 | -0.2
Cc1nc2ccccc2n1S(=O)(=O)c1cc(C(=O)O)ccc1Cl | 4.9% | 2 | -13 | 9 | 16 | -6 | -1 | 0 | 0.4
Cc1ccc(N(C)S(=O)(=O)c2cc3c(cc2C)NC(=O)CO3)cc1 | 0.3% | 4 | -10 | -2 | -1 | -1 | 10 | -4 | 1.9
COC(=O)C1=C(CS(=O)(=O)c2ccc(OC)c(OC)c2)NC(=O)NC1c1ccc(O)c(OC)c1 (configuration not stated) | 1.0% | 3 | -18 | 10 | 20 | -7 | 0 | -1 | 0.0

Looked up above:
`Cc1ccc(N(C)S(=O)(=O)c2cc3c(cc2C)NC(=O)CO3)cc1` in RXFP1 ag reads 0.3%
`O=C(O)c1ccc(-c2nc3scc(-c4ccccc4)c3c(=O)[nH]2)cc1` in RXFP1 ag reads 0.5%
`Cc1ccc(NC(=O)N2CCc3cc(S(=O)(=O)N4CCC(C)CC4)ccc32)cc1` in D2 potentiator reads 8
`COC(=O)c1ccccc1NC(=O)c1ccc(COc2ccccc2)o1` in D2 agonist reads 0.4
